# Screens from PubChem.
# EPAC2 ag: EPAC2 (human) agonism | Potency, µM (series often up to 154 µM), for the others: top-dose activation, most hits filed as activators | 360,000 tested, 0.079% active | EPAC2 activation, biochemical qHTS; response scale: 100% = 6.5 mM cAMP response; also: potency is read from the fitted curve at half-maximal effect; nearly all actives have a fitted effect of over 50% in size
#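 Fluorescence exchange assay: 100 nM EPAC2 with 250 nM RAP1B-BODIPY-GDP and 50 uM GDP; compounds tested as a concentration-titration series (qHTS). Loss of Rap1-bound BODIPY-GDP fluorescence read at 480/540 nm; data normalized to 6.5 mM cAMP.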
# TDP-43 yeast inh: inhibitors of TDP-43 toxicity in yeast; TDP-43 expressing yeast growth rescue, BacTiter-Glo, 24 h; Potency, µM (top dose mostly 46.1 µM), for inactives: at the top dose growth rescue (activation), usual class: activators; 410,000 tested, 1.8% active; AID 652104; also: potency is read from the fitted curve at half-maximal effect; % of control where 0% means no effect; nearly all actives have a fitted effect of over 50% in size
#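 Growth rescue of TDP-43-toxic yeast measured as ATP luminescence (BacTiter-Glo). Cells grown to mid-log in raffinose, induced in galactose at OD600=0.02, exposed to compound 24 hr at 30 deg C.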
# D3 antag: blocks the human D3 dopamine receptor; D3R cells, DiscoveRx beta-arrestin luminescence, antagonist mode; stronger effect = lower value; 360,000 tested, 2.5% active; max response, negative = inhibition, %; P35462; in the data active = max response below about -50%; inconclusive = no clear call, values can overlap the other calls; also: % is scaled to controls: 0 for no effect and ±100 for the full control effect; mostly tested at two doses, the higher about 12 µM
# Target sequence (P35462 whole entry, looked up): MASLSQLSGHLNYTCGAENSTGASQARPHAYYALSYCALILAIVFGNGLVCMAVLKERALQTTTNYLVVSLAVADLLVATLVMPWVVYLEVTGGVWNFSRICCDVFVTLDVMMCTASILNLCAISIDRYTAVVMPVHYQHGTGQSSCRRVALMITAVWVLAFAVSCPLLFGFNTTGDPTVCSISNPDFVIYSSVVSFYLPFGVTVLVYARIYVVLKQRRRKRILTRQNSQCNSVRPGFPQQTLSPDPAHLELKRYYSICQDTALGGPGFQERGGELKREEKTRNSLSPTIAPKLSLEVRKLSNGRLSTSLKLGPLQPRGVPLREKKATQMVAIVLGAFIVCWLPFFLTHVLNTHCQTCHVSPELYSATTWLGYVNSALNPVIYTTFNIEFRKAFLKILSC
#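 Cells expressing the human receptor were seeded at 1500 cells/well, incubated overnight at 37 degrees C in 5% CO2, then exposed to library compounds with dopamine controls for 90 minutes at 37 degrees C before luminescent detection.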
# aSyn yeast inh: inhibitors of alpha-synuclein toxicity in yeast. Yeast expressing alpha-synuclein, growth rescue, BacTiter-Glo, 24 h. Potency, µM (doses to about 46.1 µM), without a hit: top-dose growth rescue (activation), usual class: activators. 370,000 tested, 0.14% active; also: potency is read from the fitted curve at half-maximal effect; % of control where 0% means no effect; nearly all actives have a fitted effect of over 65% in size
#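 Screening used galactose-induced yeast with toxic alpha-synuclein levels, exposed to compound for 24 hr at 30 deg C. Cell growth, read with BacTiter-Glo luminescence, gave the measured signal.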
# FUS suppressor: suppressors of FUS proteinopathy in yeast | 390,000 tested, 0.24% active | S. cerevisiae FUS-expressing, growth rescue, OD600, 24 h | Potency, µM (doses to about 76.6 µM), for inactives: at the highest dose growth rescue (activation), usual class: activators;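 also: potency is read from the fitted curve at half-maximal effect; plate controls were DMSO vehicle for no effect and reference control for full effect; nearly all actives have a fitted effect of over 55% in size; some results filed as inactive show a strong effect at the top dose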
#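 Absorbance at 600 nm, taken 24hr after compound addition, measured rescue of FUS-yeast growth at 30C. Induction used 2% galactose with seeding at OD 0.005. Controls: CP55940 from 92uM final, DMSO only.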
# D3 ag: D3 dopamine receptor (human) agonism; P35462; D3R DiscoveRx beta-arrestin cells, luminescence, 90 min; max activation, %; 410,000 tested, 0.58% active; AID 652048; in the data active = max activation above about 30%; also: 0% is about no effect; mostly tested at two doses, the higher about 12 µM
#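 Cells at 1500/well, incubated overnight, then treated with pinned compounds (dopamine as control) for 90 min at 37 degrees C. DiscoveRx reagent added for 30 - 60 minutes at room temperature; luminescence read.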
# EPAC2 antag: EPAC2 (human) antagonism. EPAC2 GEF exchange of Rap1B-BODIPY-GDP, fluorescence. Potency, µM (series often up to 114 µM), for inactives: at the top dose activity, negative = inhibition, actives largely listed as inhibitors. AID 720708. 360,000 tested, 0.18% active; also: potency is read from the fitted curve at half-maximal effect; % is scaled to controls: 0 for no effect and ±100 for the full control effect; nearly all actives have a fitted effect of over 45% in size; many of its hits are not listed in these tables
# Abeta rescue: A-beta toxicity reversal in yeast | yeast expressing A-beta42, growth rescue, OD600, 48 h; response scale: 0% DMSO, 100% iron-clioquinol control | Potency, µM (doses to about 46.1 µM), inactives show at the highest dose growth rescue, hits mostly activators | 410,000 tested, 0.063% active | AID 1347071; also: potency is read from the fitted curve at half-maximal effect; nearly all actives have a fitted effect of over 55% in size
#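 Yeast A-beta toxicity model in growth medium with pinned compounds, 48 h at 30 C; growth read as absorbance at 600 nm. Normalized to FeCl3/clioquinol equimolar mix (positive) and DMSO (negative).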
# * = called active by the depositor; ? = inconclusive; . = not tested or not shown; [ ] = dose if it differs, or a comment. Unless noted, calls follow the shape of the dose curve; as a rule, active = well fitted curve in the direction sought with a large enough effect; inconclusive = small, poorly fitted or top-dose-only effect, or another doubt; inactive = no such curve, though single readings can be large; an effect the other way counts as inactive or inconclusive. Some of the compounds tested, so the mix of outcomes need not match the whole.
SMILES,EPAC2 ag,TDP-43 yeast inh,D3 antag,aSyn yeast inh,FUS suppressor,D3 ag,EPAC2 antag,Abeta rescue
O=C(Nc1cccc(S(=O)(=O)N2CCCCC2)c1)c1ccc(S(=O)(=O)C(F)F)cc1,24%,7%,-10,-2%,?,3,-5%,25%
COC(C(=O)C(O)C(C)O)C1Cc2cc3cc(OC4CC(OC5CC(O)C(O)C(C)O5)C(O)C(C)O4)c(C)c(O)c3c(O)c2C(=O)C1OC1CC(OC2CC(OC3CC(O)C(OC)C(C)O3)C(O)C(C)O2)C(O)C(C)O1 (stereo unspecified),-3%,0%,22,10%,.,-11,-2%,-22%
CN(C)c1ccc(C(=O)Nc2nnc(C3=COCCO3)o2)cc1,-3%,19%,4,-1%,9%,-4,4%,-5%
CC(C)NC(=O)/C(=C\c1cccc([N+](=O)[O-])c1)NC(=O)c1ccccc1,3%,-15%,-107*,0%,12%,-4,2%,15%
COCCNC(=S)Nc1ccc(Cl)c(Cl)c1,0%,15%,26,-13%,.,0,3%,9%
Cc1cc(C)c2cc3c(N)c(C(=O)N4CCc5ccccc5C4)sc3nc2c1,11%,-9%,-11,3%,18%,3,17%,5%
CCCCCn1c(=O)[nH]c2cc(C(=O)Nc3cc(OC)cc(OC)c3)ccc2c1=O,.,3%,.,.,-31%,-4,.,-5%
Cc1cccc(Nc2ccncc2S(N)(=O)=O)c1,4%,-6%,-5,-9%,15%,12,4%,14%
COc1ccccc1NC(=O)c1cccc2c(Br)cccc12,15%,10%,-5,-6%,-7%,-2,-22%,-9%
Cc1cc(C)n(C(=O)C(C(=O)c2ccccc2)C(C)C)n1 (stereo unspecified),4%,1%,5,-7%,5%,-13,?,-14%
COc1ccc(S(=O)(=O)N2CCOC2CNC(=O)C(=O)NCc2ccncc2)cc1C (stereo unspecified),4%,-20%,1,4%,6%,1,19%,-21%
Cc1cc(C)cc(NC(=O)N2CCCC2C(=O)NCc2ccco2)c1 (stereo unspecified),6%,-18%,4,1%,-36%,12,-9%,-14%
O=C(CSc1nc2ccccc2n1S(=O)(=O)c1ccccc1)N1CCCCC1,-1%,-8%,?,-18%,?,-8,-2%,-4%
CN(CC(=O)OCC(=O)NC1CCCC1)S(=O)(=O)c1ccc(Cl)cc1,-2%,3%,-12,21%,-7%,8,4%,-9%
CCOC(=O)c1[nH]cnc1C(=O)Nc1cccc(Cl)c1,13%,-20%,2,-3%,-6%,13,6%,-8%
Cc1cc(/C=N/NC(N)=O)c(C)n1-c1ccc(F)cc1,3%,11%,-3,-6%,34%,-6,1%,9%
O=C(Nc1nc(-c2ccc(F)c(F)c2)cs1)Nc1ccc(F)cc1F,-2%,9%,5,?,10%,0,-14%,7%
COc1cccc(CNC(=O)Cn2c(=O)c3cccn3c3ccccc32)c1,5%,24%,36,8%,1%,-3,0%,-2%
O=C(O)CN1C(=O)/C(=C\c2cccc(OC(=O)c3ccco3)c2)SC1=S,3%,-17%,8,-1%,18%,-4,?,1%
Cc1nc2ccc3nc(NC(=O)c4ccco4)sc3c2s1,1%,5%,32,-2%,.,8,4%,22%
COc1ccc(-c2cn(Cc3ccc(C(N)=O)cc3)c(CCN)n2)cc1,2%,10%,-5,-1%,-4%,-3,8%,5%
Cc1cc(NC(=O)Cc2ccccc2)nc2c1c(=O)oc1ccccc12,-1%,15%,11,4%,-12%,4,2%,-3%
Cc1ccc(NC(=O)COC(=O)c2cc(=O)c3cc(F)ccc3o2)cc1,7%,-10%,5,2%,?,1,2%,2%
Cc1cc(NC(=O)c2cc(C3CC3)on2)no1,-1%,0%,35,2%,-24%,3,-8%,10%
COc1ccc(CCN2CC(C(=O)Nc3nccs3)CC2=O)cc1OC (stereo unspecified),0%,24%,15,6%,-29%,3,-7%,-6%
CCOc1ccc(S(=O)(=O)n2cnc3cc(C)c(C)cc32)cc1,-3%,-23%,-15,18%,6%,1,9%,5%
Cc1c(CCO)c(=O)[nH]n1S(=O)(=O)c1ccc(Cl)cc1Cl,-10%,-7%,-8,4%,-6%,2,2%,-9%
Cc1ccccc1OCC(=O)Nc1nnc(C2CC2)s1,0%,26%,17,3%,4%,1,8%,15%
CC(=O)Nc1ccc2nc(-c3cccn3C)[nH]c2c1,10%,.,-9,-10%,9%,-9,0%,-6%
Cc1ccc(C)c(Oc2nc3c(c(=O)n(C)c(=O)n3C)n2Cc2ccccc2)c1,.,?,.,.,-8%,6,.,6%
N#C/C(=C\c1ccccc1F)c1nc2ccccc2c(=O)[nH]1,.,4%,.,.,-2%,-10,.,-11%
O=C(CCn1c(=O)sc2ccccc21)Nc1ccon1,13%,-9%,-8,2%,-19%,-5,-2%,-8%
CC(C)n1c(=O)c2oc3ccccc3c2n(Cc2ccccc2F)c1=O,.,15%,.,.,-26%,6,.,3%
Cc1cccc(NC(=O)CSc2nc3ccc(N4C(=O)c5ccccc5C4=O)cc3s2)c1C,-7%,-14%,46,-9%,28%,19,8%,10%
CC1(C(=O)NS(=O)(=O)C2CC2)CCCN(C(=O)COc2ccccc2)C1 (stereo unspecified),17%,-6%,-9,3%,-7%,1,-2%,-15%
Cc1cc2nc(C)n3c4ccccc4nc3n2n1,-83%[inhibitor][15.6 µM],8%,10,?,-21%,2,11%,?

# Full records from above. Order of screens: EPAC2 ag, TDP-43 yeast inh, D3 antag, aSyn yeast inh, FUS suppressor, D3 ag, EPAC2 antag, Abeta rescue
# Record of CC(C)n1c(=O)c2oc3ccccc3c2n(Cc2ccccc2F)c1=O = ., 15%, ., ., -26%, 6, ., 3%
# Record of Cc1ccccc1OCC(=O)Nc1nnc(C2CC2)s1 = 0%, 26%, 17, 3%, 4%, 1, 8%, 15%
# Record of CC(=O)Nc1ccc2nc(-c3cccn3C)[nH]c2c1 = 10%, ., -9, -10%, 9%, -9, 0%, -6%
# Record of Cc1cccc(NC(=O)CSc2nc3ccc(N4C(=O)c5ccccc5C4=O)cc3s2)c1C = -7%, -14%, 46, -9%, 28%, 19, 8%, 10%
# Record of CCOc1ccc(S(=O)(=O)n2cnc3cc(C)c(C)cc32)cc1 = -3%, -23%, -15, 18%, 6%, 1, 9%, 5%

# Going on with the list:
SMILES,EPAC2 ag,TDP-43 yeast inh,D3 antag,aSyn yeast inh,FUS suppressor,D3 ag,EPAC2 antag,Abeta rescue
CC1CCCN(CC(=O)Nc2cccc([N+](=O)[O-])c2)C1 (stereo unspecified),-1%,1%,0,-1%,18%,-29,4%,-7%
CSc1cccc(NC(=O)CSc2ccc(C)cc2)c1,-5%,22%,-8,2%,-7%,-1,0%,11%
COC(=O)c1ccccc1NC(=O)c1cc(CN2CCOCC2)on1,.,-2%,.,.,-9%,-2,.,-10%
COc1ccc(-c2cc(=O)c3ccccc3[nH]2)cc1,2%,0%,0,2%,-15%,-16,2%,-17%
CCCCC1(C)Cc2ccccc2C(=S)N1 (stereo unspecified),-5%,5%,-50*,-5%,19%,-8,5%,-9%
CCN(CC)S(=O)(=O)c1ccc(NC(=O)c2ccccc2N(C)S(C)(=O)=O)cc1,6%,-4%,-15,1%,13%,-9,4%,-1%
O=C(Nc1nc(-c2cccnc2)cs1)c1ccccc1Cl,3%,17%,2,-2%,-13%,-3,14%,3%
COc1ccc(C(=O)CSc2nnc(CN3CCCCC3)n2-c2ccc(F)cc2)cc1,8%,-21%,7,-1%,4%,1,2%,-7%
Cc1nc2ncnn2c(N2CCN(C(=O)c3cccc(F)c3)CC2)c1C,4%,-18%,-26,0%,15%,-2,0%,-8%
Nc1nonc1-n1nnc(C(=O)N/N=C/c2cccc(Cl)c2Cl)c1CN1CCCC1,2%,-6%,?,1%,4%,4,-4%,0%
Cc1ccc(-c2noc(CNC(=O)c3ccoc3C)n2)cc1,0%,-15%,4,1%,11%,2,-15%,-4%
COc1ccc(/C=N/Nc2nc3ccccc3s2)cc1O,6%,?,-18,11%,38%,-2,1%,-10%
CCC(=O)N1CCN(c2ccccc2NC(=O)Cc2ccccc2)CC1,11%,-2%,?,7%,?,-5,-3%,4%
O=c1oc2c(CN3CCOCC3)c(O)ccc2c2ccccc12,7%,-13%,2,0%,7%,-5,6%,-19%
COc1cc(NC(=O)c2ccc(Br)cc2)c(OC)cc1NC(=O)c1ccccc1,4%,-3%,17,-5%,-14%,6,4%,-12%
CCc1ccc(CC)c(S(=O)(=O)Nc2ccc(O)c(C(=O)O)c2)c1,0%,-13%,-8,1%,21%,-11,-26%,1%
CC(C)NS(=O)(=O)c1ccc(OCC(=O)N2CCN(c3ccccc3)CC2)cc1,3%,-11%,5,10%,9%,14,3%,4%
CCc1nnc(N/N=C/c2ccccc2Cl)n1N,3%,20%,-63*,-3%,-6%,-14,0%,-27%
COc1ccc(NC(=O)Cn2cc(C(C)=O)c3ccccc32)cc1,-1%,24%,26,4%,-9%,8,6%,6%
Cc1cc(=O)[nH]c(SCC(=O)Nc2nnc(SCc3ccccc3)s2)n1,6%,-17%,9,7%,-13%,-1,-16%,-10%
O=C(NNc1ccccc1[N+](=O)[O-])Nc1ccc(Cl)c(Cl)c1,-11%,-7%,-7,-21%,-5%,-6,7%,-5%
CCC(CC)C(=O)Nc1ccccc1SCc1cc(=O)c2cccc(C)c2[nH]1,.,9%,.,.,14%,-1,.,-12%
O=C(NCc1ccco1)C12CN(Cc3ccccc3)CC1C(c1cccc([N+](=O)[O-])c1)=NO2 (stereo unspecified),19%,10%,0,10%,38%,-16,-5%,-1%
Cc1cccc(OCC(=O)N(Cc2ccco2)C2CCS(=O)(=O)C2)c1 (stereo unspecified),1%,-9%,7,1%,-21%,1,5%,-9%
CCOC(=O)C1CCCN(C/C(O)=C(\C#N)c2nc(-c3ccc(Cl)cc3)cs2)C1 (stereo unspecified),1%,-10%,-6,-2%,16%,-4,-5%,12%
O=C(COC(=O)c1c(F)cccc1Cl)NC(=O)Nc1ccc2c(c1)OCCO2,3%,-4%,-2,-1%,1%,-5,0%,-4%
CCOC(=O)c1ccc(CC(=O)c2ccc(O)c(O)c2O)o1,14%,5%,-11,8%,42%,-2,4%,-6%
O=C(Cc1c[nH]c2ccccc12)N1CCc2ccccc21,6%,14%,-22,?,27%,-10,-2%,19%
CN(C)C(=S)Nc1ccc2c(c1)OCO2,-3%,-2%,-14,-11%,9%,-2,-4%,-1%
